Bioassay records (PubChem BioAssay)
BioA inh: M. tuberculosis BioA enzyme inhibitors, primary screen, biochemical, plate reader, single point, HTS; AID 602481, 2012; inhibition, % at 9.99 µM; 7,8-diaminopelargonic acid synthase BioA (Mycobacterium tuberculosis); purified M. tuberculosis BioA enzyme; 360,000 compounds, 0.096% hits; in the data active = inhibition above about 40%
The depositor's hits bear a star. Some of the compounds tested, so the mix of outcomes need not match the whole.

Start of the data: the first six entries, ahead of the listing:
entry	compound	BioA inh
1	O=C(NC1Cc2ccccc2C1)[C@@H]1[C@@H](CO)[C@@H]2Cn3c(ccc(C4=CCCCC4)c3=O)[C@H]1N2CC1CC1	-0.3
2	C[C@@H]1CN([C@H](C)CO)C(=O)Cc2cc(NC(=O)Nc3ccc(F)cc3)ccc2O[C@H]1CN(C)Cc1ccccc1	-2.7
3	C[C@@H]1CN([C@H](C)CO)C(=O)c2cccc(NC(=O)C3CCOCC3)c2O[C@@H]1CN(C)C(=O)Nc1cccc2ccccc12	-1.7
4	COc1ccc(NC(=O)Nc2ccc3c(c2)C(=O)N([C@H](C)CO)C[C@H](C)[C@@H](CN(C)S(=O)(=O)c2ccc(C)cc2)O3)cc1	-2.2
5	C[C@H]1CN([C@@H](C)CO)C(=O)c2cc(NC(=O)Nc3ccc(C(F)(F)F)cc3)ccc2O[C@H]1CN(C)CC1CCCCC1	-1.5
6	O=C(N[C@@H]1CC[C@@H](CCNC(=O)c2cnccn2)O[C@@H]1CO)c1ccc2c(c1)OCO2	-1.3

All compounds of this part, repeating the preview:
entry	compound	BioA inh
1	O=C(NC1Cc2ccccc2C1)[C@@H]1[C@@H](CO)[C@@H]2Cn3c(ccc(C4=CCCCC4)c3=O)[C@H]1N2CC1CC1	-0.3
2	C[C@@H]1CN([C@H](C)CO)C(=O)Cc2cc(NC(=O)Nc3ccc(F)cc3)ccc2O[C@H]1CN(C)Cc1ccccc1	-2.7
3	C[C@@H]1CN([C@H](C)CO)C(=O)c2cccc(NC(=O)C3CCOCC3)c2O[C@@H]1CN(C)C(=O)Nc1cccc2ccccc12	-1.7
4	COc1ccc(NC(=O)Nc2ccc3c(c2)C(=O)N([C@H](C)CO)C[C@H](C)[C@@H](CN(C)S(=O)(=O)c2ccc(C)cc2)O3)cc1	-2.2
5	C[C@H]1CN([C@@H](C)CO)C(=O)c2cc(NC(=O)Nc3ccc(C(F)(F)F)cc3)ccc2O[C@H]1CN(C)CC1CCCCC1	-1.5
6	O=C(N[C@@H]1CC[C@@H](CCNC(=O)c2cnccn2)O[C@@H]1CO)c1ccc2c(c1)OCO2	-1.3
7	C[C@H]1CCCCO[C@@H](CN(C)Cc2ccncc2)[C@@H](C)CN([C@@H](C)CO)C(=O)c2cc(NS(=O)(=O)c3ccc(Cl)cc3)ccc2O1	0.4
8	CO[C@H]1CN(C)C(=O)c2cc(NS(=O)(=O)c3cccc(F)c3)ccc2OC[C@@H](C)NC[C@@H]1C	-1.9
9	Cc1ccc(-c2cnc3c(c2)C(=O)N([C@@H](C)CO)C[C@H](C)[C@@H](CN(C)S(C)(=O)=O)O3)cc1	2.6
10	C[C@@H]1CN([C@@H](C)CO)S(=O)(=O)c2ccc(C#C[C@@H](C)O)cc2O[C@@H]1CN(C)CC1CC1	-1.1

Along the list, from the results shown:
Compounds 1 to 4 in BioA inh: -0.3, -2.7, -1.7, -2.2

Next compounds follow.
entry	compound	BioA inh
11	COc1ccc(NC(=O)N(C)C[C@@H]2Oc3ccc(NC(=O)NC(C)C)cc3C(=O)N([C@@H](C)CO)C[C@@H]2C)cc1	-0.1
12	CN(C)C(=O)[C@H]1[C@H](CO)[C@H]2Cn3c(cccc3=O)[C@@H]1N2CC1CCCCC1	0.1
13	C[C@H](NC(=O)C[C@H]1C=C[C@@H](NC(=O)Cc2ccccn2)[C@H](CO)O1)c1ccccc1	-4.4
14	COc1cccc(C(=O)Nc2ccc3c(c2)C(=O)N(C)C[C@H](OC)[C@@H](C)CN(C)[C@@H](C)CO3)c1	-1.5
15	C[C@@H]1CN([C@H](C)CO)C(=O)Cc2cc(NS(C)(=O)=O)ccc2O[C@@H]1CN(C)S(=O)(=O)c1cn(C)cn1	-0.2
16	COCC#Cc1ccc([C@H]2[C@H]3CN(C(=O)COC)CCCCN3[C@H]2CO)cc1	-1.5
17	COc1cccc(-c2cnc3c(c2)C(=O)N([C@H](C)CO)C[C@H](C)[C@H](CN(C)S(=O)(=O)c2ccc(F)cc2)O3)c1	-3.1
18	CC(C)CC#Cc1cnc2c(c1)C(=O)N([C@H](C)CO)C[C@@H](C)[C@H](CN(C)C(=O)c1cnccn1)O2	5.6
19	CCCN1C[C@H](C)[C@@H](OC)CN(C)C(=O)c2ccc(NC(=O)Nc3c(C)noc3C)cc2OC[C@@H]1C	0.8
20	CC(C)NC(=O)Nc1ccc2c(c1)CC(=O)N([C@@H](C)CO)C[C@@H](C)[C@@H](CN(C)Cc1ccncc1)O2	-4.0
21	O=C(NC1CCCC1)N1CCCCN2[C@@H](CO)[C@H](c3ccc(-c4ccccc4)cc3)[C@@H]2C1	0.6
22	CO[C@H](CN(C)C(=O)c1ccccc1F)[C@H](C)CN([C@H](C)CO)S(=O)(=O)c1ccc(Cl)cc1	0.3
23	C[C@@H]1CN([C@H](C)CO)C(=O)c2cc(NC(=O)CCN3CCOCC3)ccc2O[C@H]1CN(C)Cc1ccc(Cl)c(Cl)c1	-1.6
24	COc1ccc(NC(=O)Nc2cccc3c2O[C@H](CN(C)Cc2ccncc2)[C@@H](C)CN([C@H](C)CO)C3=O)cc1	-3.0
25	CC(C)NC(=O)N[C@@H]1C=C[C@H](CC(=O)N2CCCCC2)O[C@H]1CO	-0.9
26	CC(C)N(C[C@@H]1N[C@@H](CO)[C@@H]1c1ccccc1)S(=O)(=O)c1ccccc1	-1.4
27	CC(=O)N(C)C[C@H]1Oc2cc(C#CC3(O)CCCC3)ccc2S(=O)(=O)N([C@@H](C)CO)C[C@@H]1C	-0.3
28	COc1ccccc1-c1cnc2c(c1)C(=O)N([C@@H](C)CO)C[C@@H](C)[C@H](CN(C)C(=O)c1ccncc1)O2	2.5
29	CCCC(=O)Nc1ccc2c(c1)OC[C@@H](C)NC[C@H](C)[C@H](OC)CN(C)C2=O	-5.3
30	CCCC#Cc1cnc2c(c1)C(=O)N([C@H](C)CO)C[C@H](C)[C@@H](CN(C)C(=O)Nc1ccccc1F)O2	4.1
31	CC(=O)N1[C@H](CO)[C@@H](c2ccc(-c3ccc(F)cc3)cc2)[C@H]1CNC(=O)C1CC1	4.7
32	CC(C)NC(=O)Nc1ccc2c(c1)CC(=O)N([C@H](C)CO)C[C@H](C)[C@H](CN(C)S(=O)(=O)c1cccs1)O2	-0.1
33	CCCN1[C@@H]2c3cccc(=O)n3C[C@@H]2[C@@H](CO)[C@@H]1C(=O)NC1Cc2ccccc2C1	-1.2
34	O=C(C[C@H]1CC[C@@H](NC(=O)c2ccc(F)cc2)[C@H](CO)O1)NCCc1ccncc1	3.8
35	C[C@@H]1CN([C@@H](C)CO)S(=O)(=O)c2ccc(C#C[C@@H](C)O)cc2O[C@@H]1CN(C)C(=O)C1CCCCC1	3.1
36	COCC(=O)Nc1ccc2c(c1)[C@@H]1C[C@@H](CC(=O)N[C@@H](C)c3ccccc3)O[C@@H](CO)[C@@H]1O2	-3.3
37	CC(C)NC(=O)N[C@H]1CC[C@H](CCN)O[C@H]1CO	-5.2
38	CNC(=O)C[C@@H]1CC[C@H]2[C@H](COc3ccc(NC(=O)Nc4cccc(C)c4)cc3C(=O)N2C)O1	-0.7
39	COc1cccc(NC(=O)Nc2ccc3c(c2)C(=O)N(C)[C@H]2CC[C@H](CC(=O)O)O[C@H]2CO3)c1	2.0
40	COc1ccc(NC(=O)Nc2ccc3c(c2)C(=O)N([C@@H](C)CO)C[C@@H](C)[C@H](CN(C)Cc2ccc(Oc4ccccc4)cc2)O3)cc1	-9.8
41	COc1cccc(S(=O)(=O)N2CCCCN3[C@H](CO)[C@@H](c4ccc(-c5cncnc5)cc4)[C@@H]3C2)c1	-2.4
42	O=C(C[C@@H]1CC[C@H]2[C@@H](COC[C@H](O)CN2C(=O)Nc2ccc(F)cc2)O1)NC1Cc2ccccc2C1	-0.8
43	C[C@@H]1CCCCO[C@@H](CN(C)S(=O)(=O)c2ccccc2)[C@H](C)CN([C@@H](C)CO)C(=O)c2cc(NC(=O)CCC(F)(F)F)ccc2O1	0.2
44	Cc1ccc(S(=O)(=O)N(C)C[C@@H]2OCCCC[C@H](C)Oc3ccc(NC(=O)Nc4cccc5ccccc45)cc3C(=O)N([C@H](C)CO)C[C@@H]2C)cc1	-3.2
45	C[C@H]1CN([C@@H](C)CO)S(=O)(=O)c2ccc(C3=CCCC3)cc2O[C@H]1CN(C)C(=O)C1CCCCC1	0.1
46	O=S(=O)(c1ccccc1)N1CCCCN2[C@H](CO)[C@H](c3ccc(C#Cc4ccccn4)cc3)[C@H]2C1	1.4
47	CN(C)C(=O)c1cccc(-c2ccc3c(c2)[C@@H]2[C@@H](CCN2C(=O)Nc2cccc(F)c2)[C@H](CO)N3C)c1	0.5
48	CN1C(=O)c2cc(NC(=O)Cc3cccs3)ccc2OC[C@@H]2O[C@@H](CC(=O)O)CC[C@H]21	-2.4
49	C[C@H](CO)N1C[C@H](C)[C@H](CN(C)S(=O)(=O)c2cn(C)cn2)Oc2ccc(NC(=O)Nc3cccc4ccccc34)cc2C1=O	-1.8
50	Cc1noc(C)c1NC(=O)Nc1ccc2c(c1)C(=O)N([C@@H](C)CO)C[C@H](C)[C@@H](CN(C)Cc1ccc(Oc3ccccc3)cc1)O2	-1.2

Random excerpt: 2 entries already listed, in no set order.
entry	compound	BioA inh
42	O=C(C[C@@H]1CC[C@H]2[C@@H](COC[C@H](O)CN2C(=O)Nc2ccc(F)cc2)O1)NC1Cc2ccccc2C1	-0.8
48	CN1C(=O)c2cc(NC(=O)Cc3cccs3)ccc2OC[C@@H]2O[C@@H](CC(=O)O)CC[C@H]21	-2.4

Next results:
entry	compound	BioA inh
51	C[C@H](CO)N1C[C@H](C)[C@H](CN(C)CC2CCCCC2)Oc2c(NS(=O)(=O)c3cccs3)cccc2C1=O	-1.3
52	CN(C)Cc1cn(CC[C@H]2CC[C@@H](NS(=O)(=O)c3ccccc3)[C@@H](CO)O2)nn1	2.5
53	CCC(=O)N1C[C@@H](C)[C@@H](OC)CN(C)C(=O)c2ccc(NC(=O)c3cnccn3)cc2OC[C@H]1C	2.7
54	CN1C(=O)c2cc(NS(=O)(=O)c3ccc(Cl)cc3)ccc2OC[C@@H]2O[C@@H](CC(=O)N3CCc4ccccc4C3)CC[C@@H]21	-1.3
55	CCC(=O)N1C[C@H](O)COC[C@H]2O[C@H](CC(=O)NCC3CCCCC3)CC[C@@H]21	1.3
56	Cc1ccc(S(=O)(=O)N(C)C[C@@H]2Oc3ccc(NC(=O)Cn4cnnn4)cc3CC(=O)N([C@@H](C)CO)C[C@H]2C)cc1	3.2
57	CC(C)CC#Cc1cnc2c(c1)C(=O)N([C@@H](C)CO)C[C@@H](C)[C@@H](CN(C)Cc1ccc3c(c1)OCO3)O2	-0.2
58	CCC(=O)N1C[C@@H](C)[C@H](OC)CN(C)C(=O)c2ccc(NC(=O)C3CC3)cc2OC[C@@H]1C	-0.4
59	C[C@@H]1CN([C@H](C)CO)C(=O)c2cccc(NC(=O)Nc3ccc4c(c3)OCO4)c2O[C@@H]1CN(C)Cc1ccc2c(c1)OCO2	1.4
60	COc1ccc(NC(=O)Nc2cccc3c2O[C@H](CN(C)Cc2ccccc2)[C@@H](C)CN([C@@H](C)CO)C3=O)cc1	1.1
61	O=C(Nc1cccc(F)c1)N1C[C@@H]2[C@H](c3ccccc31)[C@H](CO)N2C(=O)c1ccccc1F	4.4
62	O=C(C[C@@H]1C[C@@H]2c3cc(NC(=O)c4ccc5c(c4)OCO5)ccc3O[C@@H]2[C@@H](CO)O1)NCc1ccccn1	-1.6
63	COCCNC(=O)C[C@H]1C[C@H]2c3cc(NS(=O)(=O)c4ccccc4)ccc3O[C@H]2[C@@H](CO)O1	0.3
64	COCC(=O)NC[C@@H]1[C@H](c2ccccc2)[C@@H](CO)N1C(C)=O	-1.2
65	C[C@H]1CN([C@@H](C)CO)C(=O)Cc2cc(NC(=O)Nc3cccc4ccccc34)ccc2O[C@H]1CN(C)C	2.9
66	C[C@@H]1CN([C@H](C)CO)C(=O)Cc2cc(NC(=O)Cc3ccccc3)ccc2O[C@@H]1CN(C)CC1CC1	0.9
67	COC(=O)[C@@H]1[C@@H](CO)[C@@H]2Cn3c(ccc(-c4ccccc4F)c3=O)[C@H]1N2CC1CCCC1	-1.0
68	C[C@@H]1CN([C@H](C)CO)C(=O)Cc2cc(NS(C)(=O)=O)ccc2O[C@@H]1CN(C)Cc1ccc(C(F)(F)F)cc1	1.5
69	C[C@@H]1CN([C@@H](C)CO)C(=O)Cc2cc(NC(=O)CCCCCC(=O)Nc3ccccc3N)ccc2O[C@@H]1CN(C)S(=O)(=O)c1ccccc1	1.1
70	C[C@@H]1CN([C@@H](C)CO)C(=O)c2cccc(NC(=O)NC3CCCCC3)c2O[C@@H]1CN(C)Cc1ccc(C(=O)Nc2ccccc2N)cc1	0.6
71	CCCC(=O)Nc1ccc2c(c1)C(=O)N(C)[C@@H]1CC[C@@H](CC(=O)NCC3CCCCC3)O[C@@H]1CO2	0.8
72	COc1cccc(S(=O)(=O)N[C@@H]2CC[C@H](CC(=O)NCc3ccc(F)cc3)O[C@@H]2CO)c1	0.2
73	CCCC(=O)Nc1ccc2c(c1)C(=O)N(C)C[C@@H](OC)[C@@H](C)CN(Cc1ccccc1)[C@H](C)CO2	2.8
74	C[C@@H]1CN([C@@H](C)CO)C(=O)c2cc(NS(C)(=O)=O)ccc2O[C@@H](C)CCCCO[C@H]1CN(C)S(=O)(=O)c1cn(C)cn1	3.4
75	CN1CCN(C(=O)C[C@H]2CC[C@H]3[C@@H](COc4ccc(NC(=O)c5cscn5)cc4C(=O)N3C)O2)CC1	0.5
76	COc1ccc(COC[C@@]23Oc4ccccc4[C@@H](NC(=O)N2C)[C@H]3CO)cc1	-0.8
77	CO[C@H]1CN(C)C(=O)c2cc(NC(=O)c3cccc(F)c3)ccc2OC[C@H](C)N(CC2CC2)C[C@@H]1C	-1.2
78	Cc1ccc(S(=O)(=O)Nc2cccc3c2O[C@H](CN(C)C(=O)Nc2ccccc2)[C@H](C)CN([C@H](C)CO)C3=O)cc1	0.4
79	C[C@H](O)C#Cc1ccc([C@@H]2[C@H]3CN(S(=O)(=O)c4ccccc4)CCCCN3[C@H]2CO)cc1	2.1
80	C[C@H]1CN([C@@H](C)CO)C(=O)c2cc(NC(=O)Nc3cccc4ccccc34)ccc2O[C@@H]1CN(C)Cc1ccccc1	-0.4
81	C[C@@H]1CN([C@@H](C)CO)C(=O)c2cc(NC(=O)Cc3cn(C)c4ccccc34)ccc2O[C@H]1CN(C)CC1CCCCC1	-2.2
